HTR5A ag ctr: activates human HTR5A in OPRM1-OPRD1 agonist counter-screen. HTR5A agonist assay, luminescence, cell-based. hit rate 0.61% among 340,000. activation, % at 9.3 µM. P47898; in the data active = activation mostly above about 9.5%, no sharp cut-off; inactive = mostly below about 7.6%;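 note: 0% = cells with vehicle only and 100% = reference agonist; strong numbers were not always called active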
CAL-PDZ inh HTS: inhibitors of human CAL PDZ peptide binding | Q9HD26 | purified CAL PDZ, TMR-peptide fluorescence polarization, 1 h | inhibition, % at 24.9 µM | hit rate 0.92% among 300,000 | AID 602252;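 active = mean inhibition of at least 30% with at least half of replicates also reaching 30%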;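 note: 0% = DMSO neutral control and 100% = excess unlabeled competitor peptide PRC23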
RTF Ca sens inh: cardiac RTF calcium desensitization; AID 493244; P19429+P45379; IANBD-labeled cardiac RTF, Ca2+ fluorescence; hit rate 0.12% among 340,000; inhibition, % at 7.15 µM;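 active = inhibition above the mean inhibition of all tested compounds plus 3 SD, cut at about 17% in these data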;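 note: assay run at fixed EC70 calcium of 1.6 mM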
OPRM1-OPRD1 ag: OPRM1-OPRD1 heterodimerization agonism. P35372+P41143. cells, luminescence. activation, % at 9.3 µM. hit rate 0.3% among 340,000; in the data active = activation above about 18%;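 note: 0% = vehicle-treated cells and 100% = reference agonist; values of inactives mirror those of a sister screen read the other way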
Target sequence (P35372 whole entry, looked up): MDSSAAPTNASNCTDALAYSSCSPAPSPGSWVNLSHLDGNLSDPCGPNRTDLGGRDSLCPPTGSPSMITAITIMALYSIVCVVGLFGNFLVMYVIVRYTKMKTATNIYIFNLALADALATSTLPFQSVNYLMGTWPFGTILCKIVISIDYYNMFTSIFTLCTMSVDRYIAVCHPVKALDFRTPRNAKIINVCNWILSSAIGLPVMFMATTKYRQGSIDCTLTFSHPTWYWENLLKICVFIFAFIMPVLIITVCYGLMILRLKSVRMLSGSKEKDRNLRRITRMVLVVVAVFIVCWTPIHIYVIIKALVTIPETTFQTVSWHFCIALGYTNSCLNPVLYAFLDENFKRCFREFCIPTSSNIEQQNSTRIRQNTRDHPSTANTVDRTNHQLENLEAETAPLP
Target sequence (P41143 whole entry, looked up): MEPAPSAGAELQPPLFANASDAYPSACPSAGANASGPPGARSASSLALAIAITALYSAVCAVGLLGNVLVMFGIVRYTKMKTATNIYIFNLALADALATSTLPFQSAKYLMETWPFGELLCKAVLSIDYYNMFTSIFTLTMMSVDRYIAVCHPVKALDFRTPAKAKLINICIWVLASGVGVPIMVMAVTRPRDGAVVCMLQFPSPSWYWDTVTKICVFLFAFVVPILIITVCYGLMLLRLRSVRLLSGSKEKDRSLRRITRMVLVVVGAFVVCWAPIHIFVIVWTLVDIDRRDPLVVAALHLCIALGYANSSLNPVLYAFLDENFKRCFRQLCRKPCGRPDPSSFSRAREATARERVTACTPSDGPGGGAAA
OPRM1-OPRD1 inv: inverse agonists of human mu-delta opioid receptor heterodimerization. P35372+P41143. cell-based MOR-DOR heterodimer luminescence, inverse agonism. inhibition, % at 9.3 µM. hit rate 0.21% among 340,000. AID 504357; in the data active = inhibition above about 22%, passing the limit was not always enough;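 note: 0% = cells with DMSO and 100% = wells without cells with DMSO; values of inactives mirror those of a sister screen read the other way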
V-ATPase pH: regulators of yeast V-ATPase proton transport; AID 504577; response, % at 10 µM; hit rate 0.37% among 350,000; S. cerevisiae, pHLuorin cytosolic pH fluorescence; in the data active = response mostly above about 7.3%, no sharp cut-off; inactive = mostly below about 5.4%; note: actives read high; inactives centre near 0; some compounds called inactive have numbers as strong as hits; reference of the scale not given here
cardiac RTF act: increases calcium sensitivity of human cardiac regulated thin filaments; AID 493008; P19429+P45379; activation, % at 7.2 µM; hit rate 0.24% among 340,000; IANBD-labeled TnC RTF fluorescence at EC20 calcium; 0% EC20 calcium, 100% full calcium;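 active = activation above the mean over all tested compounds plus 3 SD, cut at about 30% in these data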;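 note: rise in fluorescence read as greater calcium sensitivity of cardiac thin filaments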
Keap1-Nrf2 PPI: disrupts human Keap1 binding to Nrf2 peptide; Keap1 Kelch-Nrf2 peptide fluorescence polarization, 1536-well; inhibition, % at 9.4 µM; hit rate 0.15% among 340,000; AID 504523; in the data active = inhibition above about 12%;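 note: human Keap1 Kelch domain with fluorescein labeled Nrf2 9mer peptide probe; 0% = neutral control wells and 100% = peptide positive control; higher means more block of Keap1 binding to Nrf2 peptide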
HTR5A inv ctr: HTR5A inverse agonism, opioid heterodimer counter-screen | P47898 | HTR5A cell line, luminescence | inhibition, % at 9.3 µM | hit rate 0.083% among 340,000 | AID 504634; in the data active = inhibition mostly above about 23%, no sharp cut-off; inactive = mostly below about 18%;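 note: 0% = cells with DMSO and 100% = no-cell wells with DMSO; some compounds called inactive have numbers as strong as hits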
LANA DNA inh: blocks KSHV LANA C-terminal domain binding to DNA | MBP-C-LANA/FAM-LBS DNA binding, fluorescence polarization | inhibition, % at 9 µM | hit rate 0.078% among 340,000;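 active = highest replicate inhibition at or above 60% at 9 µM, even if other replicates fall short; inactive = all replicates below 60% inhibition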;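 note: 0% = neutral control wells and 100% = 4 µM acridine orange control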
Active calls of the source: *; . = no result given.

SMILES	HTR5A ag ctr	CAL-PDZ inh HTS	RTF Ca sens inh	OPRM1-OPRD1 ag	OPRM1-OPRD1 inv	V-ATPase pH	cardiac RTF act	Keap1-Nrf2 PPI	HTR5A inv ctr	LANA DNA inh
CCCOc1ccc(N2C(=O)C3C4C=CC(CC4)C3C2=O)cc1 (stereo not drawn)	0	-3	-1	-1.8	9	1	-38	-1	1	-2.7
C[N+]12CCCCC1C(COC(=O)c1ccc3c(c1)OCO3)CCC2 (stereo not drawn)	0	-2	-9	1.1	-7	7	0	1	7	0.7
O=C(O)C1CSC2(CCN(Cc3ccccc3)CC2)N1 (stereo not drawn)	2	-9	-5	-1.6	8	2	0	-1	-4	3.0
CCOc1nc(-c2ccncc2)nc2ccccc12	3	-2	-5	3.0	-15	8	5	-1	-10	0.0
CC(Oc1ccc2c3c(c(=O)oc2c1)CCCC3)C(=O)NCC1CCC(C(=O)O)CC1 (stereo not drawn)	3	-1	-1	-2.9	16	-1	-1	-1	-23	-0.5
CCCCCCSc1ccc([C@@H]2[C@@H]3C(=O)N(C)C(=O)[C@@H]3[C@]3(C(=O)OC)CCCCN23)cc1OC	1	2	9	-3.3	15	5	-2	3	-44	-1.0
COc1cccc(N=CC=C2OC(C)(C)C(C)(C)O2)c1	4	2	4	-3.9	19	2	-4	-2	-11	-1.9
CCOP1(=O)OCC2OC(n3cnc4c(N)ncnc43)C(O)C2O1 (stereo not drawn)	-3	-4	2	-0.9	5	0	2	0	-32	-0.2
COCCNC(=O)c1ccc(N2CC3CC(C2)c2cccc(=O)n2C3)c(NC(=O)c2cc(OC)cc(OC)c2)c1 (stereo not drawn)	-2	-4	-2	-1.8	9	-2	5	1	11	-0.4
COc1ccc(CN2CCNC(=O)C2CC(=O)NCc2cc(C)n(C)n2)c(F)c1 (stereo not drawn)	0	-3	-3	-1.6	5	-3	3	-8	10	-0.9
CC(C)CCOP(=O)(c1ccc(N(C)C)cc1)C(Nc1ccccc1)c1ccc(N(C)C)cc1 (stereo not drawn)	-4	-4	-2	-1.0	5	0	-8	-2	10	-0.8
O=C(CC(=O)c1c(F)cccc1Cl)c1ccccc1O	2	-4	-4	4.2	-19	4	-2	-4	-6	-2.9
Cc1ccccc1C(=O)O/N=C(\N)c1ccc([N+](=O)[O-])cc1	9.3*	-3	-7	7.9	-38	0	-3	-2	-32	-2.7
CCOC(=O)C1CCCN(c2ccc(NC(=O)c3snc4c(=O)[nH]c(C)nc34)cc2)C1 (stereo not drawn)	3	1	-2	-0.8	4	-4	3	-3	3	0.9
CCCCNC(=O)c1onc(CSc2ccccc2CC)c1C(=O)O	-3	-3	2	-2.0	11	1	-5	-3	-19	2.3
O=C1Nc2cc(Br)ccc2C1(O)c1ccccc1O (stereo not drawn)	4	11	-2	-3.0	13	3	-1	-5	-13	-1.8
Cc1ccc(/C=N\n2c(-c3ccccc3)n[nH]c2=S)s1	-6	0	-12	-2.0	11	1	-1	-2	11	-0.6
O=C(C(Cc1ccccc1)n1cccc1)N1CCN(Cc2ccccc2)CC1 (stereo not drawn)	3	.	-8	7.2	-39	-4	12	-7	2	0.9
O=C(Nc1ncccc1O)c1ccc(Cl)c(S(=O)(=O)N2CCCCCC2)c1	2	-2	8	-1.4	9	11	-4	-8	-2	-0.1
CC/C(=N\n1nnnc1Nc1ccccc1)c1ccccc1	-5	-2	-6	-0.8	5	0	0	2	-5	0.0
Cc1cc(-n2c(C)cc(C(=O)CSc3ncnc4ccccc34)c2C)no1	16*	-3	-5	6.7	-41	-3	-7	-4	-19	1.4
COc1ccc(-c2nnn(CC(=O)N(c3cccc(O)c3)C(C)C(=O)NC3CCCC3)n2)cc1OC (stereo not drawn)	0	-3	8	-0.7	4	1	9	4	0	1.3
O=C(NC1(C(F)(F)F)NC(=O)N(Cc2cccnc2)C1=O)c1ccccc1Cl (stereo not drawn)	-3	.	-9	-0.6	3	1	8	0	6	0.6
Cc1cc(OCC(=O)N2CCOCC2)ccc1NC(=O)c1ccccc1C	-1	-3	8	-2.5	14	4	-2	-7	1	0.4

3 compounds already listed, ordered by formula weight, falling:
SMILES	HTR5A ag ctr	CAL-PDZ inh HTS	RTF Ca sens inh	OPRM1-OPRD1 ag	OPRM1-OPRD1 inv	V-ATPase pH	cardiac RTF act	Keap1-Nrf2 PPI	HTR5A inv ctr	LANA DNA inh
CCOC(=O)C1CCCN(c2ccc(NC(=O)c3snc4c(=O)[nH]c(C)nc34)cc2)C1 (stereo not drawn)	3	1	-2	-0.8	4	-4	3	-3	3	0.9
Cc1cc(OCC(=O)N2CCOCC2)ccc1NC(=O)c1ccccc1C	-1	-3	8	-2.5	14	4	-2	-7	1	0.4
O=C1Nc2cc(Br)ccc2C1(O)c1ccccc1O (stereo not drawn)	4	11	-2	-3.0	13	3	-1	-5	-13	-1.8

Going on with the list:
SMILES	HTR5A ag ctr	CAL-PDZ inh HTS	RTF Ca sens inh	OPRM1-OPRD1 ag	OPRM1-OPRD1 inv	V-ATPase pH	cardiac RTF act	Keap1-Nrf2 PPI	HTR5A inv ctr	LANA DNA inh
CCN(CC)C(=O)[C@H]1CC(CC(=O)NCc2ccc(OC)c(OC)c2)C(=O)N2CCc3c([nH]c4ccc(OC)cc34)[C@]12C (stereo partly drawn)	0	-5	-2	-2.7	13	1	-3	6	-1	1.9
O=C(O)c1ccccc1C1c2ccccc2Oc2ccccc21	-4	-3	1	-2.8	14	-1	-3	-2	18	-0.3
CCOc1ccc(C2C(C(C)=O)=C(O)C(=O)N2CCc2c[nH]c3ccccc23)cc1 (stereo not drawn)	-3	-3	-15	-1.0	6	4	4	-9	8	-0.9
O=C(NCc1ccccn1)C1CCN(S(=O)(=O)c2ccc(Br)cc2)CC1	0	-2	-1	-2.3	13	-2	4	-5	-31	0.4
CC(=O)Nc1cccc(C(=O)OC(C(=O)c2ccc(C)cc2)c2ccccc2)c1 (stereo not drawn)	6	-3	3	0.1	-1	-3	-3	-9	12	-2.1
CCCCNC(=S)NCC(c1ccccc1)c1c[nH]c2ccccc12 (stereo not drawn)	1	-4	0	5.1	-24	1	0	-9	-2	-1.0
COc1ccc(NC(=O)/C(C#N)=C/c2cccnc2)c(OC)c1	-6	.	5	1.1	-4	6	-2	1	16	-0.7
O=C(CN1C(=O)NC(c2ccccc2)(c2ccccc2)C1=O)NCc1ccccc1	-2	-3	-5	0.2	-1	1	3	-7	6	1.9
Cc1ccc(/C=C2/CCc3c([nH]c4ccccc34)C2=O)cc1	-2	-2	-9	1.4	-7	0	-3	-1	6	0.3
CC1CCCCC12NC(=S)N(c1ccccc1)N2 (stereo not drawn)	-1	-4	3	-1.8	9	-2	4	-2	0	-0.4
CCCCC(=O)NCCc1ccc(S(N)(=O)=O)cc1	-1	-19	3	-1.5	8	-3	-1	1	7	-0.2
CC(c1ccccc1F)n1cc(C(=O)NCCCc2nc3ccccc3[nH]2)nn1 (stereo not drawn)	-2	0	-6	-0.4	3	0	1	-1	5	1.3
O=C(COC(=O)C1CCN(c2ccc(C(F)(F)F)cn2)CC1)NCc1ccccc1	1	0	3	-0.5	2	-4	2	0	0	-3.6
CC(=O)N1N=C(c2ccccc2O)CC1c1cccs1 (stereo not drawn)	2	-2	-2	0.2	-1	0	-1	-3	-8	-1.3
CC(OC(=O)c1cc[n+]([O-])cc1)C(=O)Nc1ccc(C(N)=O)cc1 (stereo not drawn)	7	.	-4	-2.9	11	4	-3	1	4	1.1
O=C(/C=C/c1ccccc1)NCCSc1ccc(Cl)cc1	-4	0	-6	-0.9	5	-1	-4	-1	11	-1.3
CCCN1CCN(C(=O)c2ccc3nc(CC)c(CC)nc3c2)CC1	0	-2	1	-3.2	15	0	-2	-2	-2	1.1
CCOc1ccc(NC(=O)NC2(C(=O)NCc3ccco3)CCCCC2)cc1	7	.	-14	0.2	-2	-4	-4	1	-5	0.7
CC(C)(C)NC(=O)c1ccc(Sc2ccccc2)c([N+](=O)[O-])c1	5	6	-6	1.5	-7	1	-1	0	4	-0.4
O=C(CC1Sc2ccccc2NC1=O)NCc1cccc(Cl)c1 (stereo not drawn)	1	-3	-8	0.0	0	5	0	-1	-2	0.1
COc1cc(C2/C(=C(\O)c3ccc4c(c3)CC(C)O4)C(=O)C(=O)N2CCN2CCOCC2)cc(OC)c1OC (stereo not drawn)	-4	-1	0	-2.2	7	-4	1	-1	5	-2.7
CCOc1ccc(N(C(=O)CNC(=O)c2ccco2)C(C(=O)NC2CCCC2)c2ccncc2)cc1 (stereo not drawn)	1	2	3	-3.1	15	-2	16	0	-4	-0.9
Cc1ccc(N=C2NC(=O)/C(=C/C=C/c3ccco3)S2)cc1	0	-4	2	2.1	-12	-3	1	-3	13	-3.0
O=C(CC1C(=O)NCCN1C/C=C/c1ccccc1)NCCc1cccnc1 (stereo not drawn)	-4	-3	0	-3.4	18	-3	-1	0	0	2.5
CN(CC(=O)Nc1ccccc1Cl)C(=O)CCNC(=O)Nc1ccccc1	4	-3	-7	-1.0	4	-5	-1	-2	-9	0.4
O=c1cc(CO)oc(CN2CCCC2)c1O	0	1	-4	0.0	0	2	-1	-7	-4	0.7
CC(=O)c1cccc(CN2CCN(CC(C)C)C(CCO)C2)c1 (stereo not drawn)	0	1	-4	-3.4	17	-3	-2	1	1	-0.8
CC/C(C)=N/Nc1nc2sc3c(c2c(=O)[nH]1)CC(C)(C)OC3	-4	-1	-5	11	-60	-3	12	6	-3	8.1
CCCCNC(=O)[C@@](CC)(ONc1ccccc1C(F)(F)F)c1cccc2ccccc12	7	-3	3	2.3	-14	-2	-7	0	-18	-0.9
COc1ccc(CNC(=O)c2csc3c2CCCC3)cc1	-4	-2	-6	-1.4	5	0	-2	5	-1	2.2
O=C1c2ccccc2C(=O)c2c1cccc2-n1nnc2ccccc21	-1	0	1	4.1	-21	0	-2	-3	-39	-0.5
O=C(Nc1ccc2c(c1)OCO2)c1ccc(N2CCCC2)c([N+](=O)[O-])c1	5	-5	8	-1.2	5	-3	3	-2	26	3.2
O=C(COC(=O)C1CCN(C(=O)c2ccc(Cl)cc2)CC1)Nc1ccccc1F	-2	-5	-8	-1.7	6	-2	-3	3	1	-3.1
COc1ccc(/C=C/C(=O)NC(=S)NN2CCCCC2c2cccnc2)cc1OC (stereo not drawn)	4	-1	10	-1.8	9	6	1	-3	10	1.0
O=c1c2ccsc2ncn1Cc1cccc(C(F)(F)F)c1	6	-3	-16	-1.1	6	-3	-2	0	-16	1.9
COCC1CCCN(C(=O)c2cc(COc3cccc4cccnc34)on2)C1 (stereo not drawn)	-8	-5	3	0.8	-5	-3	0	-3	5	-0.8
Cc1ccc2c(c1)N(C(=O)CCC(=O)NCc1cccnc1)CCO2	8	.	-2	-0.5	3	4	3	1	-24	-0.1
O=C(Nc1ccc2cn[nH]c2c1)c1ccc(Cl)c(S(=O)(=O)N2CCOCC2)c1	4	-2	-9	1.7	-10	-2	14	-5	4	1.0
O=C(c1ccco1)N1CCN(S(=O)(=O)c2cccc([N+](=O)[O-])c2)CC1	-1	8	-8	-0.4	2	3	0	-5	4	1.9
Cc1ccc(S(=O)(=O)N(CC(=O)N2CCCC2)C2CCCCC2)cc1	4	0	2	-3.0	17	0	-6	2	12	0.2
COc1ccc(C(=O)N/N=C/c2ccc(OC)c(COc3ccc(F)cc3F)c2)cc1	2	0	-3	1.6	-5	-1	0	0	19	1.3
COC(=O)c1ccc(C(=O)OC)c(NC(=S)N2CCN(c3ccccc3)CC2)c1	-1	-3	4	3.5	-21	-6	2	0	3	1.1

Screens as filed in PubChem.

This is a random part of the collection (roughly 2.8% active in at least one column).
